HUVEC prolif 384: inhibitors of human endothelial cell proliferation. HUVEC proliferation, CellTiter-Glo luminescence, 72 h; hits give low values. viability, % at 10 µM (by protocol). 1.1% of 86,000 active. AID 648;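 active = viability at or below 30%; inactive = viability above 30%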;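 note: 100% = median luminescence of DMSO-only cell control wells on each plate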
Pyk2 oligo antag: antagonists of human Pyk2 oligomerization; z-score (the deposit names both 25 µM and 10 µM); Q14289; Q293 cells, Pyk2 FERM NanoBiT luminescence; hits give low values; 0.83% of 99,000 active;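 active = Z-score of -3 or lower, scaled per plate to the spread of control and sample wells; inactive = z-score above -3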;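 note: negative z-score means lost luminescence so less FERM oligomerization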
TNFa cytotox: toxic to HUVEC cells under TNF alpha stimulation | HUVEC TNFalpha-stimulated, Hoechst cell count, imaging | cell count reduction, % at 2 µM | 0.17% of 93,000 active | AID 848;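 active = cell count reduction exceeding the screen mean by over 5 SD, scaled to untreated wells per plate, cut at about 78% in these data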;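 note: cells counted after 24 h of TNF alpha exposure following the 1 h pretreatment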
VCAM1 TNFa inh: reduces TNF alpha induced VCAM1 expression in HUVEC; HUVEC TNFa-induced VCAM-1 immunofluorescence, high-content imaging; inhibition, % at 2 µM; 0.48% of 95,000 active; AID 802;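 active = inhibition above the batch mean plus 3 SD, with images confirmed as a hit by eye, cut at about 37% in these data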;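 note: 0% = TNF-stimulated DMSO wells and 100% = unstimulated control wells; not every result past the cut was called active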
H69AR growth 86K: blocks growth of human H69AR lung tumor cells; viability, % at 10 µM; H69AR lung tumor viability, ATP luminescence, 72 h; hits give low values; AID 598; 6% of 85,000 active;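 active = viability at or below 40%; inactive = viability above 40%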;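 note: multidrug resistant small cell line overexpressing MRP-1 efflux transporter; 100% = mean luminescence of untreated control wells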
F-actin modifier: modifiers of cytoskeleton assembly; 0.18% of 91,000 active; inhibition, % at 2 µM; AID 836; HUVEC TNFa F-actin phalloidin imaging, high content;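 active = inhibition above the batch mean plus 3 SD and confirmed as a hit by visual image inspection, cut at about 30% in these data, passing the limit was not always enough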; note: strong numbers were not always called active
Smad3 inh: Smad3 (human) transcription factor binding inhibition; P84022; TR-FRET Smad3/Dy647-FoxH1 peptide binding, europium anti-His; inhibition, % at 25 µM; 0.29% of 88,000 active; AID 630;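 active = compounds that reduce the energy-transfer binding signal between the protein and its labelled peptide by more than half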;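 note: 0% = Smad3 plus labelled peptide maximal FRET and 100% = peptide-only background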
Target sequence (P84022 whole entry, looked up): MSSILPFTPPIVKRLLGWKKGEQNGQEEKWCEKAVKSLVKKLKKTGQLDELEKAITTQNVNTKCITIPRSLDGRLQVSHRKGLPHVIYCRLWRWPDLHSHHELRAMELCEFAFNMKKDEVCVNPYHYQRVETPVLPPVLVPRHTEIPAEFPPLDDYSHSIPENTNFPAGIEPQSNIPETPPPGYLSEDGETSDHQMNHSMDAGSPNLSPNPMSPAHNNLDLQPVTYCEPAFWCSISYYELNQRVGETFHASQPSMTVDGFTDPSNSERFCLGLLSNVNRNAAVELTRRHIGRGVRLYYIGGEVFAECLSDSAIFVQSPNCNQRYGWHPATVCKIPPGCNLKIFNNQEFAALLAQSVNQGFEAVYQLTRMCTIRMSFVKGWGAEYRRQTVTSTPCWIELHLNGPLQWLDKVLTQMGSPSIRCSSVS
Fibroblast inh: blocks proliferation of human lung fibroblasts; LL 47 human lung fibroblast viability, ATP luminescence; hits give low values; viability, % at 10 µM; 1.1% of 85,000 active; AID 719;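 active = viability at or below 50% in the single dose screen; inactive = viability above 50%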;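 note: compound exposure lasted 72 h before the ATP readout; 100% = median luminescence of untreated cell-only wells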
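test system = LL 47 human lung fibroblasts | amount = 1,150 fibroblasts seeded per well | medium = 15% FBS in IMEM | times = overnight cell rest, 72 h compound treatment at 37 °C | measured by = CellTiter-Glo luminescence measuring cellular ATP | read-out = viability percentage against median untreated-cell control | benchmarks = cell-only wells, no compound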
IL1B cytotox: toxic to HUVEC cells under IL-1B stimulation; HUVEC cell count loss, Hoechst imaging, IL-1B stimulated; cell count reduction, % at 2 µM; 0.41% of 94,000 active; AID 845;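 active = cell count reduction more than 3 SD above the screen-wide mean, cut at about 70% in these data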;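 note: normalized per plate to untreated control cells as the no-loss baseline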
Active calls of the source: *; nt = not tested or not shown; [ ] = dose if it differs, or a comment. Some of the compounds tested; the hit share may differ from the screen's.

#	canonical_smiles	H69AR growth 86K	Fibroblast inh	F-actin modifier	IL1B cytotox	Smad3 inh	Pyk2 oligo antag	VCAM1 TNFa inh	TNFa cytotox	HUVEC prolif 384
1	Cc1ccc(NC(=O)CCC(=O)c2ccc(F)cc2)cc1Cl	nt	nt	3.4	-11.7	nt	0.5	-13.6	-23.7	nt
2	CCCOc1ccccc1C1NC(=O)NC(C)=C1C(=O)OCCOCC (stereo not drawn)	96.2	94.1	-26.8	9.4	-0.8	0.74	-7.0	12.5	88.8
3	O=C(Nc1nc(C2C3CC4CC(C3)CC2C4)cs1)c1cc2cc([N+](=O)[O-])ccc2oc1=O (stereo not drawn)	nt	nt	13.7	-18.2	nt	-0.91	12.8	-16.8	nt
4	COc1cc2c(cc1NC(=O)Nc1ccc(C)cc1)oc1ccccc12	nt	nt	-5.9	-2.8	nt	-0.7	-3.3	-14.7	nt
5	Cc1ccc(CSCCNS(C)(=O)=O)cc1	90.3	102.2	3.5	-14.4	1.4	0.31	4.8	-21.3	98.7
6	O=C(O)c1ccc(-n2nnnc2Oc2ccccc2C(=O)N2CCOCC2)cc1	86.1	94.3	3.9	-18.8	-2.5	0.57	19.3	-8.2	95.5
7	CC(c1ccco1)N(C(=O)c1cccs1)c1ccccn1 (stereo not drawn)	88.5	93.6	-8.0	4.7	-6.5	1.56	16.4	-9.7	89.4
8	N#Cc1ccc2ccn(CC(=O)NCc3ccco3)c2c1	104.5	100.0	-3.5	-10.7	2.6	0.64	4.1	11.4	97.8
9	O=C(Nc1ccccn1)C1COc2ccccc2O1 (stereo not drawn)	90.1	94.9	-7.3	10.6	-7.8	0.03	10.4	-3.9	91.5
10	O=C(CSc1nnc(-c2ccccc2)n1C1CCCCC1)N1CCCC1	nt	101.5	9.6	-138.5	-3.0	-0.29	-7.3	-11.7	98.7
11	O=C(c1cnn2ccccc12)N(Cc1ccco1)C1CCCC1	92.7	95.7	-17.0	-2.2	8.9	nt	10.2	31.2	100.7
12	O=C(Nc1cccc2ncccc12)c1ccc(-c2ccc(Cl)cc2Cl)o1	nt	nt	3.0	26.5	nt	0.45	-6.1	nt	nt
13	CC(C)n1c(N2CCN(C(=O)Nc3ccc(F)cc3F)CC2)nc2ccccc21	94.1	106.1	-10.0	2.4	-9.2	0.49	5.8	-9.1	116.5
14	CCOC(=O)c1cnc2ccc(C(=O)OC)cc2c1NCCN1CCOCC1	65.7	94.9	22.9	-1.3	-2.0	0.19	-18.4	-10.0	105.2
15	Cc1sc2nc(C(C)(C)C)oc(=O)c2c1C	104.7	104.8	nt	-9.9	2.3	-0.31	-9.9	-26.9	106.3
16	CCOC(=O)N1CCC(Nc2c(Nc3cccc(CC)c3)c(=O)c2=O)CC1	65.8	96.1	-30.1	13.2	5.3	-0.34	-2.3	-22.8	93.3
17	Cc1cc(C)cc(NC(=O)CN(C)S(=O)(=O)c2cccc3nsnc23)c1	89.0	99.0	-42.6	-44.2	3.5	-0.1	12.1	68.7	96.1
18	CCC(=O)NC(=S)NNC(=O)c1ccc([N+](=O)[O-])cc1	nt	nt	-6.0	15.4	nt	-0.1	-12.2	9.6	nt
19	CCn1c(C2CC(=O)N(c3ccc(C)c(C)c3)C2)nc2ccccc21 (stereo not drawn)	85.9	101.4	nt	nt	1.2	nt	nt	nt	94.5
20	CCc1nc(NCCCN2CCOCC2)c2oc3ccccc3c2n1	71.1	97.8	-9.3	14.7	6.9	0.26	0.3	-4.8	89.1
21	NC(=O)c1cc[n+](CC2=C(C(=O)O)N3C(=O)[C@@H](NC(=O)C(c4ccccc4)S(=O)(=O)[O-])[C@H]3SC2)cc1 (stereo partly drawn)	87.6	104.2	nt	nt	9.6	nt	nt	nt	106.6
22	CC12CN(Cc3ccccc3)CC(C)(CN(Cc3ccccc3)C1)C2=NO	78.1	98.9	16.4	-4.8	0.0[fluorescence artefact?]	0.3	15.1	-23.7	99.0
23	CCCCCOc1ccc(C(=O)NCC2(c3ccccc3)CCOCC2)cc1	nt	nt	5.4	17.7	nt	-0.54	-19.5	nt	nt
24	CC(C)(C)NC(=O)c1ccnc(C(C)(C)C)c1	97.0	107.0	27.3	-81.8	-3.2	0.76	19.3	-67.4	99.0
25	CC(C)(C)n1nnnc1CN1CCN(C(c2ccccc2)c2ccccc2)CC1	97.5	101.4	-3.3	-10.5	-1.2	-1.07	33.4	11.8	93.9
26	O=C(CCn1c(=O)oc2ccccc21)Nc1ccon1	91.2	100.0	12.1	25.8	5.4[fluorescence artefact?]	-0.12	-8.7	-1.3	92.5
27	COc1cc(S(=O)(=O)NCc2cccnc2)ccc1F	91.1	99.7	-5.1	-6.1	4.6	-0.87	-16.5	nt	110.8
28	COc1ccc(-c2cc3nc(C)cc(C)n3n2)c(OC)c1	92.9	93.7	nt	nt	5.0	nt	nt	nt	93.6
29	N=c1c2c(n(Cc3ccc(Cl)cc3)c3c1CCC3)CCC2	97.0	69.6	-5.3	6.0	5.1	-0.73	-15.6	5.7	85.9
30	COC(=O)c1ccc(N(CC(=O)NC2CCCC2)C(=O)CNC(=O)c2ccco2)cc1	94.9	105.3	-10.4	9.5	2.4	0.41	6.3	-17.7	96.6
31	CCC(=O)Nc1nc(C)c(-c2csc(Nc3ccc(S(=O)(=O)Nc4cc(C)on4)cc3)n2)s1	nt	nt	7.3	-16.0	nt	nt	-14.7	-0.9	nt
32	CCOc1cccc(Nc2cc3n(c(=O)n2)CCc2cc(OC)c(OC)cc2-3)c1	nt	nt	3.5	-12.2	nt	-2.46	-18.9	-18.3	nt
33	CCCS(=O)(=O)N1CCC(C(=O)NCCCOC(C)C)CC1	91.5	105.9	4.8	-16.9	-3.6	0.2	-6.6	-8.0	96.2
34	C=CCn1c(O)c(C(CC)=Nc2ccccc2NC(=O)CC)c(=O)[nH]c1=O	92.8	90.5	14.8	1.5	2.3	1.71	nt	nt	95.0
35	CC(Nc1nc(N2CCCC2)nc2ccccc12)c1ccccc1 (stereo not drawn)	12.4*	nt	-12.8	-27.3	3.1	0	0.1	-11.7	4.1*
36	Cc1sc2ncnc(N(C)Cc3cccs3)c2c1C	84.1	88.2	-4.8	-4.2	6.0	-0.53	1.6	-20.0	94.0
37	O=c1c2ccccc2nc(-c2ccco2)n1CCCn1ccnc1	83.3	99.0	-8.2	-14.5	-0.9	0.93	5.7	-9.8	92.3
38	COc1ccc(-c2cc3nc(C4CCN(C(=O)OC(C)(C)C)CC4)c(C(=O)O)cn3n2)cc1	nt	nt	46.9	-6.6	nt	1.13	-16.9	6.1	nt
39	Cc1cc(NC(=O)CSc2cn(C)c3ccccc23)no1	94.1	94.8	-9.7	-39.1	-0.7	nt	5.5	-27.4	89.8
40	CC(C)c1ccc2c(c1)C(=O)NC(C)(C)C2	96.4	96.5	8.2	-5.0	0.1	nt	10.9	-6.1	95.5
41	COc1ccc(S(=O)(=O)N(CC(=O)NCCCN(C)C)c2ccc(C)cc2)cc1OC	84.3	106.3	-22.5	-1.2	-1.1	0.74	13.3	13.5	97.0
42	O=C(C(NS(=O)(=O)c1cccc2nsnc12)c1ccccc1)N1CCN(c2ccccc2)CC1 (stereo not drawn)	52.6	94.9	-1.6	14.8	-3.5	nt	12.8	-26.6	100.8
43	Nc1nc(CSc2nc3ccccc3s2)nc(N2CCCCC2)n1	nt	74.7	16.8	-23.1	5.0	-1.92	-17.2	-27.6	101.5
44	C=C(C)COc1ccc2c(C)c(C)c(=O)oc2c1OCC(=C)C	81.4	99.3	-8.1	-56.4	-17.7	-0.31	18.3	-8.4	100.4
45	c1ccc(CNc2ncnc3c2cnn3-c2ccccc2)cc1	25.9*	70.3	5.0	-26.8	-5.4	-0.79	14.1	-33.6	59.7
46	O=C(NC1c2ccccc2-c2ccccc21)N1CCCCC1	106.9	100.4	-15.2	-15.8	7.2	-0.9	9.6	30.4	89.0
47	O=C(Cn1c(=O)oc2ccccc21)N1CCN(c2ccc(N3CCOCC3)nn2)CC1	92.0	93.6	-6.3	8.1	1.2	nt	-0.1	-8.9	101.5
48	CC1(C(=O)NC2CCCC2)CCC(=O)N1Cc1ccc2c(c1)OCO2 (stereo not drawn)	94.2	nt	-14.6	2.4	-0.9	0.45	6.2	32.5	98.4
49	CC1=C(C(=O)OCc2ccc3c(c2)OCO3)C(c2ccc(Cl)cc2)NC(=O)N1 (stereo not drawn)	28.6*	52.7	-50.5	22.0	-10.1	-3.23*	3.2	40.4	26.7*
50	O=C(Nc1ccc2c(c1)nc1n2CCCCC1)c1cc(S(=O)(=O)N2CCOCC2)ccc1Cl	97.3	101.4	-1.9	18.9	-11.4	2.31	-1.0	-0.8	112.8
51	Cc1cccc(OCCC(=O)OCC(=O)N2CCc3ccccc32)c1	88.1	96.3	-13.7	11.1	9.2	0.96	-14.0	-9.2	94.1
52	Cc1ccc(S(=O)(=O)Nc2ccc3c4c(cccc24)CC3)c(C)c1	nt	nt	-4.9	2.6	nt	-1.08	25.2	-6.5	nt
53	Cc1ccn(C(CC(=O)c2ccc(Br)cc2)C(=O)O)n1 (stereo not drawn)	81.0	94.6	10.4	-21.3	-4.9	1.65	8.3	-31.3	90.1
54	COc1ccc(Cl)cc1C(=O)Nc1ccccc1N1CCN(C(=O)C(C)C)CC1	70.5	95.5	-22.1	-13.8	0.0	0.85	-2.3	-17.2	73.9
55	c1ccc(-c2n[nH]c(-c3ccccn3)n2)cc1	93.0	97.1	-10.7	-4.3	7.5	-0.06	12.4	-8.5	83.5
56	CC(C)(C)c1ccc(C(=O)Nc2ccc(NC(=O)c3ccco3)cc2)cc1	33.4*	27.6*	0.3	-1.3	6.0	1.94	13.9	-8.7	43.1
57	COCCNC(=O)c1onc(CSc2ccc(C)c(C)c2)c1C(=O)O	nt	nt	22.5	11.0	nt	nt	-4.0	-21.5	nt
58	Cc1nn(-c2ccccc2)c(Cl)c1C(=O)NCCCCNC(=O)c1c(C)nn(-c2ccccc2)c1Cl	79.7	102.1	-1.3	7.8	13.1	0.37	-18.0	-16.1	82.6
59	COc1ccc(C(=O)Oc2ccc(=O)n(-c3ccccc3)n2)cc1	nt	nt	4.3	-13.9	nt	0.68	15.4	9.6	nt
60	N#CC(C#N)=c1ccc2c(c1)N1C3=C(CCCC3)CC3CCCCC31N=2 (stereo not drawn)	17.7*	62.2	15.3	11.4	17.9	-0.36	3.8	-17.7	68.4

Next structures follow.
#	canonical_smiles	H69AR growth 86K	Fibroblast inh	F-actin modifier	IL1B cytotox	Smad3 inh	Pyk2 oligo antag	VCAM1 TNFa inh	TNFa cytotox	HUVEC prolif 384
61	COCCn1c(N)c(C(=O)NCC2CCCO2)c2nc3ccccc3nc21 (stereo not drawn)	58.2	91.0	12.2	1.1	11.7	0.43	12.2	-16.2	72.1
62	Cc1ccc(CNC(=O)C2CCN(S(=O)(=O)c3c(C)noc3C)CC2)cc1	90.2	95.2	-4.0	4.8	4.6	0.22	4.7	-13.6	100.1
63	O=C(N/N=C/c1cc([N+](=O)[O-])ccc1N1CCNCC1)c1ccc([N+](=O)[O-])cc1	nt	nt	1.4	-9.7	nt	-0.24	14.6	-15.5	nt
64	Cc1ccc(-c2nnn(CC(=O)N(CCO)C(C(=O)NC(C)(C)C)c3ccncc3)n2)cc1 (stereo not drawn)	96.5	97.0	2.7	40.7	-3.7	-0.3	-5.0	-7.2	92.3
65	S=C(c1cn(CCOc2ccccc2)c2ccccc12)N1CCCC1	nt	nt	5.6	33.6	nt	-0.13	-3.7	-8.3	nt

Screening data from PubChem BioAssay.
